Screening data deposited in PubChem by Fisher Drug Discovery Resource Center.
hcGAS lum: inhibitors of human cGAS; recombinant h-cGAS, ATP depletion, Kinase-Glo luminescence; inhibition, % at 12.5 µM; actives 0.081% (n = 290,000); AID 1259398;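 note: 0% = vehicle reaction and 100% = reaction without DNA for no activity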
Target sequence (Q8N884 whole entry, looked up): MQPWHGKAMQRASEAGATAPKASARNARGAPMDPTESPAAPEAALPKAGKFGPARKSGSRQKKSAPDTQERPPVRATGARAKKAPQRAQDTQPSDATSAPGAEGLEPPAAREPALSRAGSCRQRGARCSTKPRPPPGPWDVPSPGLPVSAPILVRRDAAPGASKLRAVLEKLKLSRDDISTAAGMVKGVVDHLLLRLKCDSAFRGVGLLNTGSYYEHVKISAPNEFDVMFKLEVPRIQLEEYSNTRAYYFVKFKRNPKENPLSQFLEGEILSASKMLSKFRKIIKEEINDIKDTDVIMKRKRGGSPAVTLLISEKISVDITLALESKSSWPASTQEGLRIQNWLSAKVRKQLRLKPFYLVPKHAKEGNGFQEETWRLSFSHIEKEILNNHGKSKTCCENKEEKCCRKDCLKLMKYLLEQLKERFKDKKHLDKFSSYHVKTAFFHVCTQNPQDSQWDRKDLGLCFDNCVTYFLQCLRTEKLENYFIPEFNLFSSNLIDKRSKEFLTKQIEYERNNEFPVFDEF
mcGAS inh: mouse cGAS inhibition by luminescence | Q8C6L5 | recombinant cGAS, Kinase-Glo ATP depletion luminescence | inhibition, % at 12.5 µM | actives 0.15% (n = 160,000) | AID 1259399;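 note: 0% = negative control wells and 100% = reference inhibitor with no enzyme activity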
NPYLR7 ag: activates Aedes aegypti NPYLR7 receptor; HEK293T NPYLR7/Galpha15, GCaMP6s calcium fluorescence; activation, % at 10 µM; actives 0.15% (n = 270,000); in the data active = activation above about 40%;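 note: 0% = vehicle and 100% = reference agonist at the receptor; some compounds past the cut are filed as inactive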
The depositor's hits bear a star; · = not tested or not shown; & = joins results of further samples. Cut-off read from the data, not from the text of the source, unless noted: active = inhibition above about 40%; inactive = the rest.

mol	mcGAS inh	NPYLR7 ag	hcGAS lum
COc1ccccc1NC(=O)COc1ccc2c(c1)OCO2	-6.4	-11.7	-7.0
CC(C)SC(NC(=O)OCc1ccccc1)C(=O)Nc1ccc(-c2ccccc2)cc1 (configuration not stated)	-4.8	-8.9	-8.9
CCOC(=O)c1nn(-c2ccc(F)cc2)c(=O)cc1NC(=O)c1ccc(-c2ccccc2)cc1	-6.5	·	-6.9
c1ncn(Cc2nnc(SCCC3CCCCC3)o2)n1	-2.8	5.1	-5.0
Cc1nn(-c2ccc(F)cc2)c(C)c1C(=O)N1CCCC2(CC1)CNC(=O)O2 (configuration not stated)	·	5.0	-1.4
COCCn1c(N2CCCCC2)nc2c1c(=O)[nH]c(=O)n2C	-6.9	0.2	-4.7
CCc1sc(C(=O)OCC(=O)N(C)CC(=O)Nc2ccc(C)cc2)cc1C	·	0.1	-3.7
Cc1ccccc1OCc1n[nH]c(=S)n1C(C)C	-5.3	5.7	-1.5
CC1=NN(c2ccc(C(=O)OC(C)C(=O)NC(=O)NCC(C)C)cc2)CC1 (configuration not stated)	·	-1.1	-4.4
OC(CSc1nc2ccccc2[nH]1)c1ccc(Cl)cc1 (configuration not stated)	-2.5	1.7	-4.1
CC1(c2ccccc2)OC(=O)C(C#N)C12CCCCC2 (configuration not stated)	·	17.8	-2.5
CC(C)OC(=NCc1ccc2c(c1)OCO2)NC(=O)c1cccs1	-4.4	-4.7	-0.3
COc1ccc(CN(Cc2ccc(F)cc2)C(=O)c2ccccc2OC)cc1OCc1nc(CO)cs1	0.1	-1.2	-0.4
Cc1nc2c(=O)n(Cc3ccc(Cl)cc3)nc(-c3cccs3)c2s1	-7.8	-0.8	-1.6
CC1CC(C(N)=O)c2ccccc2N1C(=O)c1cnc(C(C)(C)C)s1 (configuration not stated)	·	-23.3	-10.9
COC(=O)c1ccc(CN2C(=O)C(Cc3cccc(F)c3)ON=C2C)o1 (configuration not stated)	·	10.2	-9.2
O=C(C1CCCC1)N(Cc1nccn1Cc1ccc(Cl)c(Cl)c1)C1CC1	-9.8	·	-3.9
CC(C)C[C@@H](N)C(=O)N(C)Cc1cc(-c2ccccc2)no1	·	9.3	-3.6
Cc1c(OCC(=O)OC(C)C)ccc2c(-c3ccccc3)cc(=O)oc12	-2.1	-4.8	-3.7
COCCN1C(=O)CC2(C1=O)C(=O)N(CCCOc1ccc(OC)cc1)c1ccc(Cl)cc12 (configuration not stated)	-3.1	-14.8	-0.6
Cc1ccccc1NC(=O)CSc1nc(=O)n2ccccc2n1	-7.2	-0.2	-9.4
CCNC(=O)C1Cc2ccccc2N1C(=O)NCc1cccs1 (configuration not stated)	-2.3	-10.1	0.0
Cn1c(=O)n(CCSc2ccc(Cl)cc2)c(=O)c2ccccc21	·	1.5	-8.1
O=C(NCCn1nc(-c2ccncc2)ccc1=O)Nc1ccc(F)cc1	·	11.2	-7.2
Cc1cc(Oc2ccc3c(c2)OCO3)nc(SCc2ccccc2C#N)n1	-3.1	-10.8	-2.3
Cc1ccccc1OCC(=O)N=Nc1c(O)n(C)c2ccccc12	·	-3.7	-3.5
COc1ccc(Br)cc1C(N)=S	·	-4.9	-4.6
COC(=O)c1ccc(COC(CN2CCN(S(=O)(=O)c3c(C)noc3C)CC2)c2cccc(OC)c2)cc1 (configuration not stated)	-5.8	27.0	-3.6
COC(=O)c1ccc(NC(=O)c2cc(=O)c(OC)co2)cc1	·	10.0	-7.4
O=C(c1ccccc1)N(Cc1ccccc1)[C@@H]1C[C@H]2CCOC[C@@]2(c2ccccc2)C1	-3.4	2.5	-4.7
CCCC1CCN([C@H]2[C@H](OC)C[C@@H]3C[C@H](COC)OC[C@]32O)CC1	-6.4	1.7	1.0
COc1cc(C(=O)NNC(=O)CCl)cc(OC)c1OC	-6.7	-3.6	-3.9
COc1ccc(CN2CCC2(C)C(=O)NCCNC(C)=O)c2ccccc12 (configuration not stated)	·	13.5	4.9
COc1ccc(-c2noc(CN(C)Cc3nccn3C)n2)cc1	·	23.1	-6.9
O=C(c1cnn(C(=O)C2CC2)c1)c1cc(Cl)ccc1O	-7.4	-0.8	0.8
COc1ccc(F)c(CN2CCCC(Cn3ccnc3)C2)c1 (configuration not stated)	·	-3.5	-7.9
Cc1nn(S(=O)(=O)c2ccc([N+](=O)[O-])cc2)c(C)c1Sc1ccccc1	·	0.9	-1.2
O=C(CC(c1ccc(F)cc1)c1cn(Cc2ccccc2)c2ccc([N+](=O)[O-])cc12)NCc1ccccc1 (configuration not stated)	-8.2	·	-8.2
Cc1cc(NC(=O)c2c(F)cccc2F)n(-c2nc3c(cnn3-c3cccc(C)c3C)c(=O)[nH]2)n1	22.8	·	6.1
CC(C)C(O)CN(Cc1ccccc1)Cc1nc2scc(-c3ccccc3F)c2c(=O)[nH]1 (configuration not stated)	-3.2	0.5	-3.0
CN(C)c1ccc(NC(=O)c2ccccc2Cl)cc1CN(CC1CC1)S(=O)(=O)c1ccc(F)cc1	-4.0	·	-3.2
O=C(CCc1ccc2c(c1)OCO2)Nc1cccnc1N1CCCC1	-6.9	8.0	-10.7
CCc1ccc(-c2noc(CSc3nnnn3C)n2)cc1	·	0.4	-2.8
Cn1c(Cc2csc(N)n2)n[nH]c1=S	·	4.6	-1.5
Cc1nc2ncccn2c1C(=O)NCc1cnn(Cc2ccccc2)c1	·	0.4	-2.4
O=c1c(N=Nc2ccccc2Cl)c(-c2ccc([N+](=O)[O-])cc2)[nH]n1-c1nc(-c2ccccc2)cs1	-6.4	-3.4	-3.6
C=C(C)Cn1c(N)nc2c1c(=O)[nH]c(=O)n2C	·	7.7	-4.8
Cc1nnc(-c2cccc(NC(=O)C3CCN(Cc4cccc(Cl)c4)CC3)c2)s1	-9.1	2.2	-6.0
CC(C)c1cc(N(C)CC(=O)NC(=O)NCc2ccco2)n[nH]1	-17.3	-0.5	-6.3
Cc1nc2sc(C(=O)N3CCOC(CCCC(C)C)C3)c(C)c2c(=O)[nH]1 (configuration not stated)	·	-2.5	2.7
CCCc1c(O)c2ccccc2n(-c2ccccc2)c1=O	·	4.7	-5.5
CSCC(=O)N[C@H]1CCN2C(=O)[C@@H]3C[C@@H](OCC4CC4)CN3C(=O)[C@H]12	-8.6	-5.5	-9.2
O=C(NC(C(=O)NCc1ccco1)C1CCN(C(=O)c2ccccc2F)CC1)c1ccccc1 (configuration not stated)	-2.6	5.0	-5.5
COCCN1CCN(Cc2noc(-c3ccc(OC)cc3)n2)CC1C (configuration not stated)	·	-1.4	-10.2
O=C(c1cccc2nccnc12)N1CCC(c2[nH]ncc2-c2ccccc2)CC1	-11.7	·	-3.7
CNc1nc(N)c([N+](=O)[O-])c(NC2CCCCC2)n1	·	9.1	3.0
CO[C@H]1C[C@@H]2C[C@H](c3ccccn3)OC[C@]2(O)[C@@H]1N(C)Cc1ccccc1	-1.1	21.0	8.2
CCCc1cc(N2C[C@H](O)[C@@H](N3CCN(C)CC3)C2)nc(C)n1	-1.3	-3.1	0.6
O=C(c1ccccc1-c1ncn[nH]1)N1CC(c2cccnc2)C1	-10.9	3.5	-7.8
NC(N)=NCc1ccc(Cl)cc1Cl	·	6.2	-9.8

Next entries follow.
mol	mcGAS inh	NPYLR7 ag	hcGAS lum
O=C(NCCO)Nc1c[nH]c2ccccc12	-11.8	0.9	-8.9
CC1(C(=O)Nc2ccccc2F)CCN1Cc1ccccc1Cl (configuration not stated)	·	8.9	-13.8
Cc1ccccc1CN1C(=O)C(C)Sc2ccc(S(C)(=O)=O)cc21 (configuration not stated)	·	2.4	3.7
CCCOc1cc(Nc2ccc(NC(=O)Nc3ccc(F)c(Cl)c3)cc2)nc(C)n1	-0.4	-1.0	-0.4
COc1ccccc1C(=O)N1CCCC(OCc2cccc(Cl)c2)C1 (configuration not stated)	-5.6	-5.1	-4.3
CC1c2cccn2CCN1C(=O)c1cc(CN2CCC(O)CC2)on1 (configuration not stated)	·	8.5	1.0
CCN1CCc2cc(OC)c(OC)cc2C1C(C)NC(C)=O (configuration not stated)	-8.4	6.3	-7.5
COCCN(CCOC)S(=O)(=O)c1cc(OC)ccc1OC	-2.9	-4.2	-2.5
CO[C@H](C(=O)NCCn1c(C)cc(C)nc1=O)c1ccccc1	-9.2	4.3	-1.2
CC1(Cc2ccc(C(F)(F)F)nc2)C(=O)Nc2ccc(-c3ccc(S(C)(=O)=O)cc3)cc21 (configuration not stated)	-1.3	-1.3	-0.5
C=CCOC1C[C@](OCc2ccccc2C)(C(=O)NCC2CCCO2)C[C@@H](O)[C@H]1O (some centres not stated)	-4.8	31.5	-5.9
CCCCCCn1c(N2CCN(Cc3ccc(Cl)cc3)CC2)nc2c1c(=O)[nH]c(=O)n2C	·	15.9	-8.3
CCc1ccc(C(=O)N(CCCOC)Cc2ccc(OS(C)(=O)=O)cc2)cc1	-5.9	3.7	-7.6
CCC(=O)Nc1cccc(C(=O)NCc2nc(Cc3cccs3)no2)c1	·	6.5	-4.9
COc1ccc(-c2ccoc2)cc1CNC1CCCC1	-9.6	-5.7	-2.6
CN1CC(=O)N2CCN(C3CCN(S(C)(=O)=O)CC3)CC2C1=O (configuration not stated)	1.0	-0.6	1.1
COc1cc(/C=N\NC(=O)CSc2nc3ccccc3s2)cc(OC)c1OC	-1.4	-10.2	0.2
COC(=O)[C@@H]1C[C@@H](O)CN1C(=O)CCC(=O)NC1CCCCCC1	-14.9	22.5	-2.9
COCCCNc1nc2nonc2nc1N1CCN(C2C3CC4CC(C3)CC2C4)CC1 (configuration not stated)	·	1.8	-0.2
CN(CC(=O)NCc1ccccc1F)Cc1cccc2ncccc12	-8.5	27.3	-2.2
CCOC(=O)COc1ccccc1C1CC(c2cccs2)=NN1C(=O)c1ccccc1 (configuration not stated)	-3.7	-3.7	-3.8
CN1CCN(NS(=O)(=O)c2ccc(Cl)cc2)CC1	·	-3.4&7.8	-8.8&-6.5
O=C(NN=Cc1cccc(Br)c1)c1cccnc1	-6.0	-2.1	-9.6
O=C(NCc1ccncc1)c1cnc(N2CCN(Cc3ccccc3)C2=O)o1	·	1.7	-9.8
O=C(CSc1nnc(-c2cccs2)o1)N1CCOCC1	-8.9	-2.0	-11.2
CC1CCN(c2ccc(CNC(=O)C3(c4ccc(F)cc4)CC3)cn2)CC1	-9.8	8.8	-5.0
CCC(=O)NC(NC(=S)Nc1cccc(C(=O)O)c1)C(Cl)(Cl)Cl (configuration not stated)	·	-15.6	-4.2
CCOC(=O)c1nn(C)c2c1CN(C(=O)c1cc(-c3ccc(C)s3)[nH]n1)CC2	-7.9	14.3	-15.3
CCCCn1c(N)c(N(Cc2ccco2)C(=O)C2CCCC2)c(=O)[nH]c1=O	·	2.6	-4.2
C=CCN(CC1CC(c2ccc(Cl)c(Cl)c2)=NO1)C(=O)COC (configuration not stated)	-6.1	-4.5	-5.9

Brought forward from above: three entries; new compounds follow.
mol	mcGAS inh	NPYLR7 ag	hcGAS lum
CCOC(=O)c1nn(C)c2c1CN(C(=O)c1cc(-c3ccc(C)s3)[nH]n1)CC2	-7.9	14.3	-15.3
CCCCn1c(N)c(N(Cc2ccco2)C(=O)C2CCCC2)c(=O)[nH]c1=O	·	2.6	-4.2
C=CCN(CC1CC(c2ccc(Cl)c(Cl)c2)=NO1)C(=O)COC (configuration not stated)	-6.1	-4.5	-5.9
Cc1ncoc1C(=O)NC1CCCc2c1cnn2-c1ccc(F)cc1F (configuration not stated)	·	9.0	-0.4
CCOCCCN(CC(=O)N1CCc2sccc2C1c1ccccc1C)C(=O)c1cc(C(F)(F)F)cc(C(F)(F)F)c1 (configuration not stated)	-5.0	20.7	0.5
CNC(=O)c1ccc(OC)c(-c2ccccc2OC(F)(F)F)c1	-3.0	-4.1	-4.5
OCCC1CN(Cc2cccn2-c2cccnc2)CCN1Cc1ccccc1F (configuration not stated)	·	-6.4	-5.7
CN(Cc1cc(=O)n2c3c(sc2n1)CCCC3)Cc1ccccc1Cl	-6.6	13.5	-16.9
O=C(NCc1ccco1)c1nn2c(c1Cl)NC(c1ccco1)CC2C(F)(F)F (configuration not stated)	-2.7	6.6	-3.1
CCc1nc(C)sc1C(=O)N1CCC(Cc2cccc(C(N)=O)c2)C1 (configuration not stated)	·	-4.6	-3.5
COC(=O)c1ccccc1C(=O)N(Cc1cccnc1)c1nc2c(Cl)cccc2s1	-6.8	-8.2	-1.7

Taken from above:
Cc1nn(-c2ccc(F)cc2)c(C)c1C(=O)N1CCCC2(CC1)CNC(=O)O2 (configuration not stated) – hcGAS lum = -1.4
COCCN1C(=O)CC2(C1=O)C(=O)N(CCCOc1ccc(OC)cc1)c1ccc(Cl)cc12 (configuration not stated) – NPYLR7 ag = -14.8

Of the compounds above, 6 contain a furan ring, fused or not:
mol	mcGAS inh	NPYLR7 ag	hcGAS lum
COC(=O)c1ccc(CN2C(=O)C(Cc3cccc(F)c3)ON=C2C)o1 (configuration not stated)	·	10.2	-9.2
CC(C)c1cc(N(C)CC(=O)NC(=O)NCc2ccco2)n[nH]1	-17.3	-0.5	-6.3
O=C(NC(C(=O)NCc1ccco1)C1CCN(C(=O)c2ccccc2F)CC1)c1ccccc1 (configuration not stated)	-2.6	5.0	-5.5
COc1ccc(-c2ccoc2)cc1CNC1CCCC1	-9.6	-5.7	-2.6
CCCCn1c(N)c(N(Cc2ccco2)C(=O)C2CCCC2)c(=O)[nH]c1=O	·	2.6	-4.2
O=C(NCc1ccco1)c1nn2c(c1Cl)NC(c1ccco1)CC2C(F)(F)F (configuration not stated)	-2.7	6.6	-3.1
